From PubChem BioAssay
Anesthetic bind: binds horse apoferritin like a general anesthetic. apoferritin/1-aminoanthracene competitive binding, fluorescence. Potency, µM (doses to about 77.5 µM), inactives show top-dose activity change, negative = displacement, actives largely listed as inhibitors. AID 485281. P02791. 0.074% of 350,000 active; note: potency is the fitted concentration of half-maximal effect; % is set by controls: 0 for no effect and ±100 for the full control effect; nearly all actives have a fitted effect of over 20% in size
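Horse-spleen apoferritin (10 uM) was mixed with 50% saturated 1-aminoanthracene in PBS, exposed to compounds for 10 min at room temperature, and read for fluorescence (ex 380 nm, em 535 nm). Competitive displacement was fitted with a four-parameter Hill equation.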
Pol beta inh: blocks human DNA polymerase beta activity; AID 485314; P06746; Pol beta primer extension/strand displacement, fluorescence kinetic; Potency, µM (top dose mostly 114 µM), for the others: top-dose activity change, negative = inhibition, most hits filed as inhibitors; 1.3% of 340,000 active; note: potency is the fitted concentration of half-maximal effect; % is set by controls: 0 for no effect and ±100 for the full control effect
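Values derive from four-parameter Hill fits of normalized kinetic data: reads at 0 and 10 min following addition of 50 nM substrate to 10 nM Pol beta preincubated 15 min with compound.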
Tb PGK inh: T. brucei PGK inhibition. 0.043% of 380,000 active. PGK/GAPDH coupled, Kinase-Glo luminescence, 60 min. Potency, µM (top dose mostly 57.5 µM), for the others: top-dose activity change, negative = inhibition, actives largely listed as inhibitors. AID 602233; note: potency is the fitted concentration of half-maximal effect; % is set by controls: 0 for no effect and ±100 for the full control effect; nearly all actives have a fitted effect of over 60% in size
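Recombinant glycosomal PGK reaction used 1,3-bisphosphoglycerate generated in-well by GAPDH (100nM final) in 100mM TEA pH 7.6, 5mM MgCl2, 0.01% Tween-20. After 60 minutes at room temperature, ATP was read by Kinase-Glo Plus luminescence end-point.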
RXFP1 antag: antagonists of human relaxin receptor RXFP1; Q9HBX9; HEK293-RXFP1, relaxin-stimulated cAMP HTRF, 30 min; active compounds read low; activity change, negative = inhibition, % at 57.5 µM; 0.59% of 350,000 active; AID 1259400;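 active = activity change of -60% or lower, but not beyond a set lower limit; inconclusive = change between -60% and -40%, or beyond the set limit; inactive = change above -40%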; note: % is set by controls: 0 for no effect and ±100 for the full control effect
Pol iota inh: DNA polymerase iota (human) inhibition | Q9UNA4 | Pol iota fluorescent replication assay, 10 min | Potency, µM (highest dose often 115 µM), without a hit: top-dose activity, negative = inhibition, most hits filed as inhibitors | 1% of 390,000 active | AID 588590; note: potency is the fitted concentration of half-maximal effect
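Fluorescent replication assay read twice, at 0 min and 10 min after adding 50 nM (final) substrate. Enzyme (10 nM) and compounds were first incubated 15 min at room temperature; enzyme-free buffer wells were negative controls.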
APEX1 inh: inhibitors of human APE1 endonuclease | 0.35% of 350,000 active | Potency, µM (top dose mostly 65.8 µM), inactives show top-dose activity change, negative = inhibition, most hits filed as inhibitors | recombinant APE1, TAMRA/BHQ-2 abasic DNA cleavage fluorescence | AID 2517;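 note: potency is the fitted concentration of half-maximal effect; plate controls were vehicle for no effect and reference inhibitor for full effect; nearly all actives have a fitted effect of over 55% in size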
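Activity was derived from the fluorescence gain between first and third kinetic reads (60 s intervals, ex 525/em 598 nm) after 50 nM THF-abasic TAMRA/BHQ-2 duplex was added to 0.75 nM APE1 preincubated 15 min with compound.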
POLK inh: DNA polymerase kappa (human) inhibition; 0.53% of 400,000 active; Q9UBT6; purified Pol kappa, fluorescent DNA synthesis assay, 10 min; AID 588579; Potency, µM (series often up to 107 µM), for the others: at the top dose activity, negative = inhibition, hits mostly inhibitors; note: potency is the fitted concentration of half-maximal effect; % is set by controls: 0 for no effect and ±100 for the full control effect
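50 nM final substrate added after 15 min RT preincubation of 10 nM Pol kappa with compound; fluorescence read at 0 and 10 min.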
BLM inh: Bloom syndrome helicase (human) inhibition; recombinant BLM DNA unwinding, fluorescence dequenching; Potency, µM (highest dose often 56.1 µM), inactives show at the top dose activity change, negative = inhibition, hits mostly inhibitors; 0.2% of 350,000 active; AID 2528;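 note: potency is the fitted concentration of half-maximal effect; plate controls were vehicle for no effect and no enzyme for full effect; nearly all actives have a fitted effect of over 35% in size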
Pol eta inh: inhibitors of human DNA polymerase eta; recombinant Pol eta, fluorescent DNA replication assay; AID 588591; 1.2% of 390,000 active; Potency, µM (doses to about 114 µM), without a hit: at the top dose activity change, negative = inhibition, usual class: inhibitors; note: potency is the fitted concentration of half-maximal effect; % is set by controls: 0 for no effect and ±100 for the full control effect
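Pol eta at 10 nM preincubated with compounds 15 min at room temperature; reaction started with fluorescent substrate (50 nM final) and read kinetically at 0 and 10 min.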
* = called active by the depositor; i = inactive; ? = inconclusive; nt = not tested or not shown; & = joins results of further samples; ! = not confirmed by another sample; [ ] = dose if it differs, or a comment. Unless noted, calls come from the whole dose curve; as a rule, active = well fitted curve in the direction sought with a large enough effect; inconclusive = small, poorly fitted or top-dose-only effect, or another doubt; inactive = no such curve, though single readings can be large; an effect the other way counts as inactive or inconclusive.

Order of results – Anesthetic bind, Pol beta inh, Tb PGK inh, RXFP1 antag, Pol iota inh, APEX1 inh, POLK inh, BLM inh, Pol eta inh
- CC1CC=CC2C1C(=O)N(Cc1ccccc1)C2c1ccc(-c2ccc(F)cc2)cc1F (stereo not drawn)
  99%[activator], nt, nt, nt, ?, -7%, -35%, -6%, nt
- COCc1ccc(-c2c(-c3ccsc3)sc3ccccc23)cc1
  nt, nt, i, nt, 14%, -14%, -7%, nt, -20%
- CC1CCCCC1NC(=O)CCCN1C(=O)c2ccccc2C1=O (stereo not drawn)
  nt, nt, i, -13, 30%[activator], 11%, 1%, nt, -14%
- O=C(N/N=C/c1c(F)cccc1Cl)c1ccc(Cn2cc(Br)cn2)o1
  -4%, 1%, -9%, -7, 8%, 4%, -7%, 3%, -12%
- O=C(Nn1c(Cc2cccs2)nc2ccccc2c1=O)c1ccc(F)c(F)c1
  4%, -21%, -1%, -4, 4%, 5%, 2%, -2%, -6%
- CCOC(=O)Cn1cc(C#N)c(=O)[nH]c1=O
  0%, 0%, -7%, -6, 23%, -5%, -22%, -1%, -18%
- CC(Oc1cc2oc(=O)c3c(c2cc1Cl)CCCC3)C(=O)NCc1ccncc1 (stereo not drawn)
  -11%, 76%, -3%, -5, -6%, 7%, -12%, -8%, -5%
- CCCCOc1ccc(C(C)NC(=O)C2CCCN(S(=O)(=O)CCC)C2)cc1 (stereo not drawn)
  5%, 1%, -10%, -4, 14%, -3%, -20%, 2%, -8%
- CC(C)C(NS(=O)(=O)c1ccc2c(c1)Cc1cc(S(=O)(=O)NC(C(=O)O)C(C)C)ccc1-2)C(=O)O (stereo not drawn)
  -3%, 28%, i, -6, 116%[activator], -12%, -1%, -8%, -18%
- COCCn1c(SCC(=O)Nc2ccccc2F)nc2c([nH]c3ccccc32)c1=O
  -2%, 10%, 3%, -10, 8%, -13%, 0%, -4%, -11%
- Cc1ccc(S(=O)(=O)N2[C@@H](c3cccc(C)c3)C(C(=O)O)=C[C@H]2C(C)(C)C)cc1
  nt, nt, 1%, nt, 2%, 2%, -9%, nt, -8%
- COc1ccc(OC)c(S(=O)(=O)N2CCC3(CC2)CC(=O)c2ccccc2O3)c1
  nt, nt, -6%, -6, 37%[activator], -15%, 1%, nt, -20%
- CS(=O)(=O)N1CCC(n2c(C(F)(F)F)nc3cccnc32)CC1
  -11%, -16%, i, -5, 19%, nt, 8%, 0%, -10%
- Oc1ccc(C[C@H]2CNCCN2CCC23CC4CC(CC(C4)C2)C3)cc1
  nt, nt, -8%, nt, ?, 9%, -13%, nt, -7%
- O=C(NCc1ccccc1)c1c2c(nc3ccccc13)C(=O)N(C1CCCCC1)C2
  -11%, -6%, 0%, -28, -7%, nt, -12%, 0%, 5%
- O=C(CN1CCCCCC1)Nc1ccccc1Cl
  ?, 1%, -1%, 7, -1%, 34%, -6%, -3%, -5%
- COc1cc(Cl)c(C)cc1NC(=O)c1cnc(N2CCCCC2)c2ccccc12
  4%, -1%, 7%, -10, -4%, nt, -5%[60.1 µM], 3%, -12%
- COc1cc(-c2n[nH]c(=S)n2-c2cc(C(F)(F)F)ccc2Cl)cc(OC)c1OC
  7%, 13%, 7%, -4, 20%, 1%, -15%, 0%, -25%
- Cc1cccc(NC(=O)CN2CCN(C(=O)c3c(C)nn(Cc4ccccc4)c3C)CC2)c1C
  nt, nt, i, 1, 9%, 7%, -10%, nt, -1%
- Cc1c(Cl)ccc(S(=O)(=O)NCCN2CCOCC2)c1Cl
  -14%, 10%, 0%, -14, 15%, 47%, -1%, -2%, -9%
- O=C(NCc1ccccc1)/C(=C\c1ccc([N+](=O)[O-])cc1)NC(=O)c1ccco1
  -15%, -29%, -10%, -5, 13%, 5%, -12%, -2%, -6%
- COC(=O)C1=C(C)N(Cc2ccccc2)C(=NCC(C)C)N[C@H]1c1ccccc1
  -4%&-21%, -3%&41%, -4%, nt, 13%, -3%&6%, -6%, -2%&3%, -2%
- N#CC(C#N)=C1CCc2ccccc2N1
  -10%, 0%, i, 3, 27%, -5%, -12%, -1%, 10%
- c1ccc(-c2nnc3sc(-c4csc5c4CCCC5)nn23)cc1
  0%, -6%, 3%, nt, 28%, -2%, -1%, -9%, ?
- O=S(=O)(c1ccc(N2CCOCC2)cc1)N1CCOCC1
  -6%, 0%, 1%, 6, 3%, 4%, -8%, -6%, -12%
- Cc1cccc2nc(-c3ccccn3)c(Nc3ccc(F)cc3)n12
  -3%, -24%, -4%, -10, 31%[activator], nt, -5%, -2%, 0%
- COc1cccc2cc(C(=O)N3CCN(C45CC6CC(CC(C6)C4)C5)CC3)c(=O)oc12
  -7%, 0%, -7%, 7, ?, 4%, -4%, 2%, -16%
- CC(Oc1ccc2c(-c3ccccc3)cc(=O)oc2c1)C(=O)NC(Cc1c[nH]c2ccccc12)C(=O)O (stereo not drawn)
  nt, nt, 4%, -15, 53%[activator], 3%, 1%, nt, -19%
- CCc1nn(CC(=O)O)c(=O)c2ccccc12
  -4%, 12%, 5%[11.5 µM], -12, 12%, 2%, -3%, 1%, -7%
- N=c1oc2ccc(Cl)cc2cc1C(=O)NC1CCCCCC1
  -8%, 5%, -5%, -5, 43%[activator], -7%, -21%, -7%, -12%
- OC1CCN(c2ncnc3c2nnn3Cc2c(F)cccc2Cl)CC1
  -14%, 0%, 3%, 9, 77%[activator], -3%, -6%, -1%, -7%
- O=C(COC(=O)Cc1ccc(-c2ccccc2)cc1)NCc1ccc(F)cc1
  1%, -13%, -3%, -7, 45%[activator], -1%, -10%, -1%, -7%
- Clc1cccc(-c2nnc(SC/C=C/c3ccccc3)n2Cc2ccco2)c1
  66%[activator], -5%, -3%, 5, -11%, -5%, -12%, -10%, -17%
- CCOc1ccc(S(=O)(=O)N2CCC(C(=O)NCc3ccco3)CC2)cc1C
  -3%, 3%, -10%, 0, 44%[activator], 22%, 2%, 1%, -3%
- Cc1ccc(CNS(=O)(=O)c2ccc(Br)s2)cc1
  ?, 1%, 9%, -12, 0%, 21%, -11%, -6%, -8%
- COc1ccc(-c2cc3nc(-c4ccccc4)cc(N4CCC(O)CC4)n3n2)cc1
  170%[activator], ?, -6%, 2, ?, ?, -10%, -14%, -11%
- O=C1CC(c2ccccc2)CC(O)=C1C=NCCCO (stereo not drawn)
  -7%, 20%, i, 8, 6%, 1%, 5%, 1%, 3%
- CCCc1cc(=O)oc2cc(OCC(=O)NCC(O)c3ccccc3)ccc12 (stereo not drawn)
  -8%, -1%, i, -19, -12%, 64%, 0%, -1%, -15%
- COc1ccccc1OCCSc1nc(-c2ccc(C(C)(C)C)cc2)nc2cc(=O)[nH]n12
  ?, 12%, -12%, -28, -18%, nt, -6%, -7%, ?
- CC(=O)c1ccc(N(CC(=O)NC2CCCCC2)C(=O)CNC(=O)c2cccs2)cc1
  5%, 2%, -7%, -13, 10%, 67%[activator], -2%, 1%, -18%
- COc1ccccc1C(=O)NC(=O)Nc1nc(-c2ccccc2)cc(C(F)(F)F)n1
  3%, -15%, -1%, -9, 8%, -1%, 3%, 0%, 0%
- CCCn1c(=O)c2ccccc2n2c(SCC(=O)c3ccccc3)nnc12
  ?, -25%, 3%, 20, -5%, -4%, -13%, -1%, -1%
- Cc1ccc(S(=O)(=O)NCC(=O)OCC(=O)N(C)C2CCCCC2)cc1
  nt, nt, -7%, 4, 23%, 28%, -12%, nt, -16%
- Cc1cccc(NC(=O)CC2C(=O)NC3CCCCC3N2C(=O)c2ccccc2Cl)c1 (stereo not drawn)
  -15%, 11%, -8%, 2, -14%[58.9 µM], 8%, -9%, -1%, -17%
- O=C(NCCNC(=O)c1cccs1)c1ccco1
  -1%, 16%, -3%, 0, 2%, 14%, 4%, 0%, -6%
- COc1cc(C2Nc3ccc4ncccc4c3C3=C2C(=O)CCC3)ccc1O (stereo not drawn)
  -17%, 2%, -1%, 6, 6%, 13%, -12%, -6%, 4%
- COCCN(C(=O)C1CCCO1)c1c(N)n(CC(C)C)c(=O)[nH]c1=O (stereo not drawn)
  nt, nt, -8%, -6, 40%[activator], -9%, -4%, nt, -20%
- CCc1nc2sc3c(c2c(=S)[nH]1)CC(C)(C)OC3
  -6%, 2%, 1%, -66*, ?, 3%, -3%, 1%, -24%
- CC1CCCCN1CCNC(=O)C1CCCN(S(=O)(=O)c2cccc3nsnc23)C1 (stereo not drawn)
  0%, 8%, 10%, -3, 8%, -1%, 3%, -1%, 3%
- Cc1nc(SCC(=O)Nc2c(C)n(C)n(-c3ccccc3)c2=O)[nH]c(=O)c1C
  nt, nt, 3%, 4, 9%, nt, -2%[60.1 µM], nt, -9%

More compounds
Order of results – Anesthetic bind, Pol beta inh, Tb PGK inh, RXFP1 antag, Pol iota inh, APEX1 inh, POLK inh, BLM inh, Pol eta inh
- CCOc1ccccc1N1CCN(S(=O)(=O)CC)CC1
  -9%, -9%, -1%, 17, ?, -5%, -27%, 0%, 2%
- O=C(CSc1nncn1-c1ccccc1)NC1CCCC1
  -2%, -14%, 6%, 0, 23%, 4%, 5%, -1%, -9%
- CC(=O)c1cc(F)c(N2CCCCCC2)cc1C
  -22%, -2%, 0%, -10, 7%, 7%, -7%, -1%, -11%
- Cc1ccc(-c2cc(NC(=O)c3ccccc3Cl)on2)cc1
  -14%, 1%, i, -8, -11%, nt, 0%, -1%, -1%
- Cc1nnsc1C(=O)NC(C)c1ccccc1 (stereo not drawn)
  -7%, 0%, -3%, -25, 18%, 8%, 7%, -4%, -21%
- Cc1c(NC(=O)CSc2nnc3sc4ccccc4n23)c(=O)n(-c2ccccc2)n1C
  -12%, -20%, nt, 7, -3%, -4%, -7%, 1%, 3%
- NC(=O)N/N=C/c1coc2ccc3ccccc3c2c1=O
  -12%, 3%, -5%, -1, -1%, -2%, -4%, 1%, -2%
- COCCn1c(SCC(=O)N2CCCC2)nnc1C(C)C
  -4%, 1%, -4%, 2, 14%, -9%, -3%, -1%, -13%
- O=C1NC(=O)C(c2ccccc2[N+](=O)[O-])=C1Nc1ccc(O)c(Cl)c1
  ?, 11µM*, -11%, nt, 28µM*!, ?, 11µM*!, -8%&-6%, ?
- COc1ccccc1C(=O)N/C(=C/c1cccc([N+](=O)[O-])c1)C(=O)Nc1cccc(C(=O)O)c1
  -1%, 40%, 10%, -2, 66%[activator], 6%, -3%, -14%, 5%

These rows are one share of the data; rates above refer to the full screens.
